RXFP1 antag – blocks the human relaxin receptor RXFP1 | Q9HBX9 | HEK293-RXFP1, relaxin-stimulated cAMP HTRF, 30 min; stronger effect = lower value | 0.59% of 350,000 active | AID 1259400 | activity change, negative = inhibition, % at 57.5 µM;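 active = activity change of -60% or lower, but not beyond a set lower limit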; also: % is scaled to controls: 0 for no effect and ±100 for the full control effect
TRHR agonist – activates the human TRH receptor; TRHR cells, calcium flux fluo-8, FDSS agonist mode; P34981; AID 493084; activation, % at 2 µM; 0.18% of 360,000 active; also: 0% is about no effect
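TRHR-expressing cells loaded with fluo-8 calcium dye; 23 nL library compound pin-transferred, kinetic FDSS fluorescence (Ex 480/Em 530) recorded about 180 s for agonist-induced calcium release, before a 10 nM TRH EC20 addition for potentiator mode.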
TRHR PAM – allosteric enhancers of human TRH receptor; P34981; TRHR cells, fluo-8 calcium fluorescence, EC20 TRH enhancement; enhancement, % at 2 µM; 0.66% of 360,000 active; in the data active = enhancement above about 30%; also: 0% is about no effect
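TRHR-expressing cells loaded with fluo-8 calcium dye were read kinetically (ex 480/em 530) during compound addition, then stimulated with an EC20 of TRH (10 nM final). Enhancement of the Gq-mediated intracellular calcium response was scored.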
D2 potentiator – D2 dopamine receptor (human) potentiation; 0.34% of 340,000 active; P14416; HEK293 T-REx D2, calcium flux, EC20 dopamine potentiation; potentiation, % at 10 µM;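 active = potentiation over 3 SD above the plate norm, cut at about 30% in these data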; also: 0% is about no effect
Target sequence (P14416 whole entry, looked up): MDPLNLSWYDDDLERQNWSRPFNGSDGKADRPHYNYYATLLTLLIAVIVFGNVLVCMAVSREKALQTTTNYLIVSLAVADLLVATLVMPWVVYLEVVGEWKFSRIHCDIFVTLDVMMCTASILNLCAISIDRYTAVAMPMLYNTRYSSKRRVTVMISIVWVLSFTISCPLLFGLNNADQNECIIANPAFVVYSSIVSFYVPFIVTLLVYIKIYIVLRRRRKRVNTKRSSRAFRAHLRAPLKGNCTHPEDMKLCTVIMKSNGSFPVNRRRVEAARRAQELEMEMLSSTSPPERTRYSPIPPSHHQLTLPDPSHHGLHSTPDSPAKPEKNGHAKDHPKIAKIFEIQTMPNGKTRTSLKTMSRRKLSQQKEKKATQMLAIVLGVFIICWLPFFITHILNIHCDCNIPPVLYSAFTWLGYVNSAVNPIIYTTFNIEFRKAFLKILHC
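Cells plated with tetracycline inducer and held overnight at 30 C; calcium dye loaded 30–90 min at room temperature; baseline taken, compound added and read 180 s; EC20 dopamine then added and read 180 s.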
D1 PAM – potentiators of human D1 dopamine receptor; 0.036% of 360,000 active; HEK293 TREx D1 cells, calcium flux, dopamine EC20 potentiation; potentiation, % at 10 µM; AID 504651; in the data active = potentiation above about 30%; also: 0% is about no effect
Target sequence (P21728 whole entry, looked up): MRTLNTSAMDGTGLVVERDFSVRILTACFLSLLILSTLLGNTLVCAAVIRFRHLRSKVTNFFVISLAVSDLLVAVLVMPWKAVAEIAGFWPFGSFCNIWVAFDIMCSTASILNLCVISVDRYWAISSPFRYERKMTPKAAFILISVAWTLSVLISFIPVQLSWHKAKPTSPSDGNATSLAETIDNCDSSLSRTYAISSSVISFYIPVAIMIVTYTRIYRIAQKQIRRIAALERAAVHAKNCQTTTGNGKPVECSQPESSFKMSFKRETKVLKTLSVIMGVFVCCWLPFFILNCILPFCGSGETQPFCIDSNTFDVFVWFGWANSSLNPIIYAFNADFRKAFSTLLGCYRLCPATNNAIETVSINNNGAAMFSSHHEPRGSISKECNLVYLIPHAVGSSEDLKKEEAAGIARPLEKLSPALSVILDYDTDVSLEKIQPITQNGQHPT
D1 antag – blocks dopamine activation of the human D1 receptor; activity change, negative = inhibition, % at 10 µM; AID 504652; HEK293 TREx D1 cells, calcium flux, dopamine EC80; stronger effect = lower value; P21728; 3.2% of 360,000 active; in the data active = activity change below about -30%; also: % is scaled to controls: 0 for no effect and ±100 for the full control effect
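Compound effects on dopamine-evoked calcium signalling were measured in tetracycline-induced HEK293 Trex D1 cells. Dopamine at EC80 followed a 180 s compound pre-read, and fluorescence was tracked kinetically for 180 s more.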
D1 ag – human D1 receptor agonism. P21728. HEK293 T-REx D1 cells, calcium flux, agonist mode. activation, % at 2 µM. 1% of 360,000 active. AID 504660; also: 0% is about no effect
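Agonism was scored from calcium flux recorded over 180 s (1 read/s) after pintool compound addition, following a 10-cycle baseline. Cells were inducible force-coupled HEK293 TREx D1, plated overnight at 30 C and loaded with no-wash calcium dye.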
D2 antag – antagonizes the human D2 dopamine receptor; P14416; HEK293 TREx D2 cells, calcium flux, dopamine EC80; inhibition, % at 10 µM; 2% of 340,000 active; in the data active = inhibition above about 30%; also: 0% is about no effect
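Antagonism is scored as inhibition of an EC80 dopamine-evoked calcium signal in a force-coupled, tetracycline-inducible HEK293 T-REx D2 line, with compound present 180 s before agonist.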
D2 agonist – D2 dopamine receptor (human) agonism | P14416 | HEK293 T-REx D2 cells, calcium flux agonist mode | activation, % at 2 µM | 0.53% of 340,000 active;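 active = activation over 3 SD above normal in the single-dose calcium agonist read, cut at about 30% in these data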; also: 0% is about no effect
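HEK293 Trex D2 cells, tetracycline-induced, o/n 30 C 5% CO2; no-wash Ca dye, RT 30–90 min; 10-cycle baseline, 23 nl cpd added, kinetic Ca read 180 s; agonist hits = positive Ca response.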
An asterisk follows results filed as active; x = no result given. Rule as the data show it, unless noted: active = activation above about 30%; inactive = the rest.

The opening seven entries (preview)
SMILES	RXFP1 antag	TRHR agonist	TRHR PAM	D2 potentiator	D1 PAM	D1 antag	D1 ag	D2 antag	D2 agonist
O=C(CN(CC1CCCO1)C(=O)CNS(=O)(=O)c1ccc(Cl)cc1)NCC1CCCO1 (stereo not drawn)	0	-0.1	0	-11	-7	-13	1	-8	-0.7
Cc1ccccc1-n1nnnc1SCc1ncc(-c2ccccc2)o1	-20	0.1	-6	-3	2	1	7	10	-0.6
COc1ccc(C(=O)NC(=S)N(C)C2CCCCC2)cc1	-8	-0.1	2	3	-3	-46*	0	10	0.3
COc1ccc(N2CCN(C(CNS(=O)(=O)c3ccc4c(c3)OCCO4)c3ccco3)CC2)cc1 (stereo not drawn)	-1	-0.3	5	-8	-6	2	0	-6	0.5
CCOC(=O)c1c(S(=O)(=O)N2CCC(C(=O)Nc3cccc(C#N)c3)CC2)c(C)n(C)c1C	-10	-0.2	1	22	0	-4	-1	x	0.6
NC(=O)c1ccc(N2CCCCC2)c(N2C(=O)C3CC=CCC3C2=O)c1 (stereo not drawn)	-3	0.3	-1	12	-7	14	2	-14	-0.2
CCC(C)NC(=O)C1CCN(S(=O)(=O)N2CCOCC2)CC1 (stereo not drawn)	0	-0.9	-21	17	0	-4	4	-2	0.8

The list itself, from the first entry:
SMILES	RXFP1 antag	TRHR agonist	TRHR PAM	D2 potentiator	D1 PAM	D1 antag	D1 ag	D2 antag	D2 agonist
O=C(CN(CC1CCCO1)C(=O)CNS(=O)(=O)c1ccc(Cl)cc1)NCC1CCCO1 (stereo not drawn)	0	-0.1	0	-11	-7	-13	1	-8	-0.7
Cc1ccccc1-n1nnnc1SCc1ncc(-c2ccccc2)o1	-20	0.1	-6	-3	2	1	7	10	-0.6
COc1ccc(C(=O)NC(=S)N(C)C2CCCCC2)cc1	-8	-0.1	2	3	-3	-46*	0	10	0.3
COc1ccc(N2CCN(C(CNS(=O)(=O)c3ccc4c(c3)OCCO4)c3ccco3)CC2)cc1 (stereo not drawn)	-1	-0.3	5	-8	-6	2	0	-6	0.5
CCOC(=O)c1c(S(=O)(=O)N2CCC(C(=O)Nc3cccc(C#N)c3)CC2)c(C)n(C)c1C	-10	-0.2	1	22	0	-4	-1	x	0.6
NC(=O)c1ccc(N2CCCCC2)c(N2C(=O)C3CC=CCC3C2=O)c1 (stereo not drawn)	-3	0.3	-1	12	-7	14	2	-14	-0.2
CCC(C)NC(=O)C1CCN(S(=O)(=O)N2CCOCC2)CC1 (stereo not drawn)	0	-0.9	-21	17	0	-4	4	-2	0.8
O=C(CCCn1c(=O)[nH]c2ccccc2c1=O)NCCSCc1ccccc1	-17	-1.0	-3	6	2	-4	1	-1	-0.2
Cc1ccc(C)c(C(=O)NC(C)c2ccc(-n3ccnc3)cc2)c1 (stereo not drawn)	-1	-0.7	-1	-1	6	8	4	-27	-0.1
Cn1c(=O)c2c(nc(N3CCCCCC3)n2CC(O)COc2ccc(Cl)cc2)n(C)c1=O (stereo not drawn)	-3	-0.1	11	7	-4	5	1	-27	0.0
CN(C)C(/C=C/Nc1cccc(Br)c1)=C(C#N)C#N	0	1.9	4	2	1	-10	2	-1	0.7
COc1ccc(CN2CCNC(=O)C2CC(=O)N2CCCCO2)c(OC)c1 (stereo not drawn)	-1	0.1	0	-8	1	32	4	-30	0.3

Record cards (already shown).
COc1ccc(N2CCN(C(CNS(=O)(=O)c3ccc4c(c3)OCCO4)c3ccco3)CC2)cc1 (stereo not drawn) as listed: RXFP1 antag: -1; TRHR agonist: -0.3; TRHR PAM: 5; D2 potentiator: -8; D1 PAM: -6; D1 antag: 2; D1 ag: 0; D2 antag: -6; D2 agonist: 0.5
NC(=O)c1ccc(N2CCCCC2)c(N2C(=O)C3CC=CCC3C2=O)c1 (stereo not drawn) as listed: RXFP1 antag: -3; TRHR agonist: 0.3; TRHR PAM: -1; D2 potentiator: 12; D1 PAM: -7; D1 antag: 14; D1 ag: 2; D2 antag: -14; D2 agonist: -0.2

Continued:
SMILES	RXFP1 antag	TRHR agonist	TRHR PAM	D2 potentiator	D1 PAM	D1 antag	D1 ag	D2 antag	D2 agonist
Nc1ncnc2c1nc(SCCO)n2Cc1ccccc1	-9	-0.3	14	11	-4	17	3	-7	-0.2
N#Cc1ccc(C(=O)NNC(=O)c2ccncc2)cc1	0	0.0	0	0	-2	0	7	4	-1.7
COc1ccc(OC)c(-c2csc(NC(=O)c3ccc4c(c3)OCO4)n2)c1	-8	0.5	11	-4	0	8	0	5	0.0
COc1ccc(CC(=O)Nc2nnc(C(C)C)s2)cc1	-8	-0.1	1	-1	-2	-5	13	-1	-0.1
COc1cccc(Cn2cc(C(=O)c3ccccc3)c(=O)c3cc4c(cc32)OCO4)c1	-5	-0.2	-2	x	4	3	1	x	0.8
Cc1cc(OC(C)C(=O)NCC2CCCO2)cc(C)c1Cl (stereo not drawn)	9	-1.0	2	-3	-1	-4	2	-3	0.0
O=C1C(=O)N(CCCO)C(c2ccccc2)/C1=C(\O)c1ccc(Br)cc1 (stereo not drawn)	-4	0.0	46*	-6	-8	-7	5	2	-1.5
CC(NC(=O)C1(C)CC1(Br)Br)C(C)(C)C (stereo not drawn)	6	0.5	-2	-11	3	4	0	-17	1.0
Brc1c(-c2ccccc2)nc2n1Cc1ccccc1-2	-23	-0.6	2	-6	6	-6	3	-4	-0.6
CC1CCCN(C(=O)C2c3ccccc3C(=O)N3CCc4ccccc4C23)C1 (stereo not drawn)	1	0.1	-5	2	9	17	0	12	0.1
CCN(C(=O)CSc1nnc(SC(C)C)s1)C1CCS(=O)(=O)C1 (stereo not drawn)	-3	0.3	18	7	-6	5	0	-5	-1.0
O=C(O)c1cnn(-c2nc(-c3ccc(F)cc3)cs2)c1C(F)(F)F	0	-0.4	-5	0	-4	-8	1	-17	0.1

Given with two lines to a compound: part of the list above
Values in the order: RXFP1 antag, TRHR agonist, TRHR PAM, D2 potentiator, D1 PAM, D1 antag, D1 ag, D2 antag, D2 agonist
> COc1ccc(OC)c(-c2csc(NC(=O)c3ccc4c(c3)OCO4)n2)c1
  -8, 0.5, 11, -4, 0, 8, 0, 5, 0.0
> Cc1cc(OC(C)C(=O)NCC2CCCO2)cc(C)c1Cl (stereo not drawn)
  9, -1.0, 2, -3, -1, -4, 2, -3, 0.0
> CC1CCCN(C(=O)C2c3ccccc3C(=O)N3CCc4ccccc4C23)C1 (stereo not drawn)
  1, 0.1, -5, 2, 9, 17, 0, 12, 0.1
> COc1ccc(CC(=O)Nc2nnc(C(C)C)s2)cc1
  -8, -0.1, 1, -1, -2, -5, 13, -1, -0.1

More entries:
SMILES	RXFP1 antag	TRHR agonist	TRHR PAM	D2 potentiator	D1 PAM	D1 antag	D1 ag	D2 antag	D2 agonist
Cc1ccc(CCNC(=O)c2c[nH]c3ccc(S(=O)(=O)Nc4ccc(C)cc4C)cc3c2=O)cc1	0	2.2	5	10	-5	-11	14	x	-0.8
Nc1c(C(=O)Nc2ccc(C(=O)O)cc2)sc2nc3c(cc12)CCCC3	-9	-0.1	3	2	1	0	1	x	-0.9
CC(=O)C1=C(O)C(=O)N(CCO)C1c1ccccc1 (stereo not drawn)	1	-0.3	-3	-3	4	-20	3	-4	-0.4
Cc1ccc(OCC(=O)O)c(-n2nc3ccccc3n2)c1	11	0.1	0	-4	2	20	1	2	-0.3
CCOC(=O)c1ccc(NC(=O)Cn2c(=O)n(-c3ccc(C)cc3)c(=O)c3c2cnn3C)cc1	x	0.2	-1	x	0	-7	0	x	-1.1
O=[N+]([O-])c1cccc(C=Nc2cc3c(cc2Br)OCCO3)c1	x	-0.9	-8	-2	-8	-4	0	0	-1.9
COc1ccc(CNc2cccc3[nH]c(C(F)(F)F)nc23)cc1	-21	0.0	5	-2	-9	-2	4	-17	0.6
Nn1c(SCC(=O)Nc2ccc(F)cc2)nnc1C1CCCCC1	0	-0.6	-6	-2	-7	6	0	15	-0.8
O=C(O)COCC(=O)Nc1ccc2c(c1)CCC2	9	0.4	-3	0	-5	-7	3	1	0.6
CC(C)COC(=O)Nc1nnc(Cc2ccccc2)s1	-20	-0.7	5	-29	-4	0	-1	29	0.0
Cc1ccc2nc(C)c(C(=O)N/N=C/c3ccc(N4CCOCC4)cc3)cc2c1	-13	-0.9	-1	x	-7	14	3	x	x
CC(=O)c1cccc(OCc2cc(C(=O)NC(C)Cc3cccnc3)no2)c1 (stereo not drawn)	-2	-0.7	2	2	-5	-21	2	4	0.1
Cc1ccc(NC(=O)c2nc[nH]c2C(=O)NCc2ccccc2)cc1	x	0.6	0	-6	1	x	-3	6	1.5
COc1cc(C(=O)NCCCn2ccnc2)cc(OC)c1OC	2	-0.1	3	-2	2	5	1	27	-0.2
N#CC1(c2c(O)nc3n(c2=O)CCCS3)CCCCC1	-2	0.0	11	-5	5	8	6	24	0.2
Cc1cc(C(=O)NCCc2ccc(Cl)cc2)c(C)o1	4	2.2	-1	-25	6	-13	0	5	-0.1
O=C(COc1ccc(Cl)cc1Br)NNC(=O)C(=O)N1CCCCC1	1	-0.1	-1	-8	-6	-6	1	2	0.4
O=C(COC(=O)Cc1ccc(F)cc1)NC1CCS(=O)(=O)C1 (stereo not drawn)	-4	0.6	-2	3	-9	23	1	-13	0.3
COc1ccc(-c2nn(-c3ccccc3)cc2C(=O)N(C)C)cc1	3	-0.6	-9	-9	-8	-10	1	8	-0.8
COc1ccc(N(CC(=O)NCC2CCCO2)C(=O)CCC(=O)Nc2cc(C)on2)cc1OC (stereo not drawn)	4	-0.8	2	5	x	3	4	7	-2.0

High-throughput results: PubChem BioAssay, National Center for Advancing Translational Sciences (NCATS)
